Bioassay records as filed in PubChem BioAssay.
Candida biofilm – kills Candida albicans biofilms; C. albicans biofilm + clotrimazole, Alamar Blue; inhibition, % at 6 µM; AID 834; actives 0.14% (n = 85,000);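 active = inhibition above 20%; inactive = inhibition below 20%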;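 note: preformed 24 hr biofilms exposed to compound for 48 hr; 0% = biofilm without compound and 100% = blank killed by clotrimazole plus chlorhexidine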
MT1-MMP txn act – MT1-MMP promoter transcription activation. HT1080 MT1-MMP promoter luciferase reporter, luminescence, overnight; active compounds read high. activation factor at 10 µM. actives 0.16% (n = 86,000);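 active = activation factor of at least 2 for MT1-MMP transcription at 10 µM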
cytoskel mod – modifiers of cytoskeleton assembly; HUVEC TNFa F-actin phalloidin imaging, high content; inhibition, % at 2 µM; actives 0.18% (n = 91,000); AID 836;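 active = inhibition above the batch mean plus 3 SD and confirmed as a hit by visual image inspection, cut at about 30% in these data, passing the limit was not always enough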; note: strong numbers were not always called active
HUVEC tox TNFa – HUVEC cytotoxicity counter-screen, TNF alpha stimulated; cell count reduction, % at 2 µM; HUVEC TNFalpha-stimulated, Hoechst cell count, imaging; actives 0.17% (n = 93,000);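 active = cell count reduction exceeding the screen mean by over 5 SD, scaled to untreated wells per plate, cut at about 78% in these data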;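 note: cells counted after 24 h of TNF alpha exposure following the 1 h pretreatment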
VCAM1 TNFa inh – reduces TNF alpha induced VCAM1 expression in HUVEC | HUVEC TNFa-induced VCAM-1 immunofluorescence, high-content imaging | inhibition, % at 2 µM | actives 0.48% (n = 95,000) | AID 802;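 active = inhibition above the batch mean plus 3 SD, with images confirmed as a hit by eye, cut at about 37% in these data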;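 note: 0% = TNF-stimulated DMSO wells and 100% = unstimulated control wells; not every result past the cut was called active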
DAT uptake mod – human DAT dopamine uptake with cocaine, either direction; LLC-PK1 hDAT cells, [14C]-dopamine uptake with cocaine IC80; actives deviate in either direction; actives 1.3% (n = 110,000); B-score at 10 µM; Q01959;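 active = Z score or B-score, a plate-position-corrected score, falls beyond the plate's 99.7% confidence bounds, in either direction; inactive = both scores lie inside the 99.7% bounds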;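 note: scored against the spread of the other compound wells on the same plate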
Smad3 inh – Smad3 (human) transcription factor binding inhibition; P84022; actives 0.29% (n = 88,000); inhibition, % at 25 µM; TR-FRET Smad3/Dy647-FoxH1 peptide binding, europium anti-His; AID 630;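 active = compounds that reduce the energy-transfer binding signal between the protein and its labelled peptide by more than half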;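 note: 0% = Smad3 plus labelled peptide maximal FRET and 100% = peptide-only background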
IL1B cytotox – HUVEC cytotoxicity counter-screen, IL-1B stimulated; HUVEC cell count loss, Hoechst imaging; cell count reduction, % at 2 µM; actives 0.41% (n = 94,000);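 active = cell count reduction more than 3 SD above the screen-wide mean, cut at about 70% in these data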;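 note: normalized per plate to untreated control cells as the no-loss baseline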
PTPN22 inh 2 – inhibitors of human LYP (PTPN22) phosphatase; recombinant LYP catalytic domain, DiFMUP fluorescence; actives 0.21% (n = 96,000); inhibition, % at 2 µM;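 active = inhibition at 2 µM at or above a set limit, the screen mean plus 3 SD, cut at about 24% in these data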;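 note: 0% = DMSO with enzyme and 100% = enzyme fully blocked by orthovanadate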
Target sequence (Q9Y2R2 whole entry, looked up, the tested form may be a part): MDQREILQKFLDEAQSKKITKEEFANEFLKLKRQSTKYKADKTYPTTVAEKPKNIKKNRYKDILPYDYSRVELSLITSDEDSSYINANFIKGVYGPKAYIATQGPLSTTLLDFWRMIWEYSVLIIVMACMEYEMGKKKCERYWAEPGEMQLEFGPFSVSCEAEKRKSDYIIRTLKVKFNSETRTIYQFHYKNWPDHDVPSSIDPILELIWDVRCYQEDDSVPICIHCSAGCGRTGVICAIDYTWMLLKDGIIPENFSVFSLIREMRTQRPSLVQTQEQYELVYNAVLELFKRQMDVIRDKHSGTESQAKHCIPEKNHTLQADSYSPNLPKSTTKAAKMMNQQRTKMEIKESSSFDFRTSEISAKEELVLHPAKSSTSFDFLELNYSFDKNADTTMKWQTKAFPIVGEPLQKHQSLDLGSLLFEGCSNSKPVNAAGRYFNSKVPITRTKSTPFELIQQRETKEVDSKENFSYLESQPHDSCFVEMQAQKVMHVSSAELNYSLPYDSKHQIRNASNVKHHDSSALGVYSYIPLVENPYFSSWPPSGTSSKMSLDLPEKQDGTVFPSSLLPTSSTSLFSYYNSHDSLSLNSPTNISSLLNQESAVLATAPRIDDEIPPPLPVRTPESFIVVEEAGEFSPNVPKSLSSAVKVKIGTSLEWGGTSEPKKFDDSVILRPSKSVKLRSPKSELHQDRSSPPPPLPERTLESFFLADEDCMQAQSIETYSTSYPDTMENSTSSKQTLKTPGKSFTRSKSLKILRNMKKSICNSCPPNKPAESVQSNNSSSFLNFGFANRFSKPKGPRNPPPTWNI
* hit, by the source's call; . = not tested or not shown; [ ] = remark or other dose.

SMILES	Candida biofilm	MT1-MMP txn act	cytoskel mod	HUVEC tox TNFa	VCAM1 TNFa inh	DAT uptake mod	Smad3 inh	IL1B cytotox	PTPN22 inh 2
CC(C)Oc1ccc(C(=O)NC2CCCCC2)cc1	-4	1.4	18	-6	20	-0.65	-2	18	-6
Nc1ccc2c(c1)N1CCN=C1S2	7	1.2	0	-19	11	-1.2	0	-41	-5
CC1CCN(C(=O)CCCOc2cc(=O)n(C)c3ccccc23)CC1	.	1.4	13	17	4	0.94	.	10	12
Nc1ccc(C(=O)c2ccccc2C(=O)O)cc1Cl	5	1	1	-8	10	0.28	-5	-21	6
O=C1NN(c2ccccc2)C(=O)/C1=C\c1ccccc1OCC(=O)N1CCOCC1	.	.	5	-5	9	0.029	.	-2	-11
COc1ccc(OC)c(NC(=O)CSc2ncccn2)c1	-4	1.1	.	22	-27	-0.34	-19	14	13
CCOc1cc(C2NN=C(c3ccccc3)S2)ccc1OCc1ccccc1Cl (stereo unspecified)	.	.	0	19	-2	-0.05	.	-56	-8
COC(=O)COn1c(SCC(=O)OC)nc2ccccc2c1=O	9	1.3	.	.	.	-0.025	23	.	.
Cn1cccc1C(=O)c1ccc(Cl)cc1Cl	1	1.1	19	2	-9	0.27	0	-11	-5
COc1c2c(nc3occc13)C(CC=C(C)C)(OC)C(O)CC2 (stereo unspecified)	7	1	12	-18	6	0.089	-1	-3	2
COc1ccc(C(=O)N2CCC(C(=O)Nc3ccc4c(c3)OCCO4)CC2)cc1	3	1.2	-20	4	4	0.41	2	-2	-2
Cn1c(Oc2ccc(Cl)cc2)c(C=O)c2ccccc21	.	.	1	-30	6	-0.32	.	-63	-3
CCN=c1scc(-c2ccco2)n1/N=C/c1ccc(O)cc1	6	1.4	.	-50	4	-0.35	6	1	0
CCOc1ccc(C(=O)Nc2c3c(nn2-c2cccc(C)c2C)CS(=O)C3)cc1 (stereo unspecified)	8	1.1	20	-20	-7	0.036	-2	-2	-4
COc1ccc(CC(=O)N(Cc2cc3cc(OC)ccc3[nH]c2=O)C(C)C)cc1	7	0.9	-14	-18	-35	1.1	3	-23	9
CC1CC(C)CN(C(=O)Cn2c(=O)n(CCCCC(=O)NC3CCCC3)c(=O)c3ccccc32)C1 (stereo unspecified)	6	1.1	-1	-1	-6	-1.6	-5	0	-6
O=C1CSC(c2cn(-c3ccccc3)nc2-c2cccs2)N1CC1CCCO1 (stereo unspecified)	5	1.1	6	-29	26	2.7*	8	-7	-30
Cc1cc2ncn(C(=O)N3CCCCCC3)c2cc1C	11	1.3	12	-5	16	1.5	-2	22	4
COc1ccc(-c2nnc(NC(=O)c3ccc(S(=O)(=O)N4COCC4(C)C)cc3)o2)cc1	.	0.9	-14	-10	7	.	.	-14	10
Cc1ccc(CNC(=O)CN(C)S(=O)(=O)c2cccc3cccnc23)cc1	-8	1.2	-5	-12	3	1.2	-17	5	-6
O=c1cc(CSc2nnc(-c3ccccc3)o2)c2ccccc2[nH]1	.	1	-5	-14	9	0.075	.	14	-4
CC(C)C1S/C(=N/N=C/c2ccco2)NC1=O (stereo unspecified)	.	.	-13	-44	-25	0.36	.	-39	-2
Cc1ccc2c(c1)NC(C(C)(C)C)CO2 (stereo unspecified)	9	1.1	.	17	22	-0.42	9	-12	8
Cc1cc(NS(=O)(=O)c2ccc(NC(=O)C(C(C)C)N3C(=O)c4ccccc4C3=O)cc2)nc(C)n1 (stereo unspecified)	-3	1.2	-3	-7	16	0.35	-7	10	13
CC1(C)Oc2ccc3ccc(=O)oc3c2-c2cn[nH]c21	1	1	9	-24	2	0.81	-3	-15	-12

(more compounds)
SMILES	Candida biofilm	MT1-MMP txn act	cytoskel mod	HUVEC tox TNFa	VCAM1 TNFa inh	DAT uptake mod	Smad3 inh	IL1B cytotox	PTPN22 inh 2
O=C(CSc1ccc(Cl)cc1)Nc1ccc(N2CCN(C(=O)c3ccc(Cl)cc3)CC2)cc1	.	.	18	.	32	0.056	.	14	11
Cc1nc2nc(C)c(CCC(=O)O)c(C)n2n1	1	1.2	.	-11	-3	1.5	1	1	-14
CCN(CC)C(=O)COC(=O)c1ccc(O)cc1	10	1.3	17	-39	8	-0.12	3	-10	9
COc1ccccc1NC(=O)c1ccc(-c2ccccc2F)o1	5	.	4	-22	6	0.8	12	-33	-6
CC(C)C(=O)Nc1nnn(C)n1	4	1.4	20	-25	8	-1.3	-1	20	-10
COc1cc2c(O)c3c(c(-c4ccc5c(c4)OCO5)c2cc1OC)C(=O)OC3	0	1.1	-56	64	91*	-0.28	0	-8	-2
Cc1cc(C)cc(NC(=O)c2cccc(NC(=O)C3C4CC5OC(=O)C3C5C4)c2)c1 (stereo unspecified)	7	1.1	-3	-6	-5	0.85	10	-20	3
Cc1ccc2[nH]c3c(=O)n(CCC4=CCCCC4)cnc3c2c1	-1	1.4	-7	-8	5	-0.24	-7	13	5
Cc1cc(C)n(-c2cc(Cl)cc(Cl)c2)c(=O)c1C#N	9	1	-10	-13	10	-0.96	6	-24	1
O=C(CN1C(=O)c2cccc3cccc1c23)Nc1ccc(S(=O)(=O)N2CCOCC2)cc1	.	1.1	0	-3	25	1.1	.	-52	-7
COc1cc(OC)cc(C(=O)Nc2ncc3c(n2)CC(C)(C)CC3=O)c1	6	1.2	-15	-15	13	-0.099	-1	-25	5
O=C(c1ccco1)N1CCN(Cc2nc3ccc([N+](=O)[O-])cc3c(=O)n2-c2ccccc2F)CC1	-6	1.1	-14	1	19	1.2	-7	.	9
N#C/C(=C/Nc1ccccc1)c1ccsc1	9	.	1	-21	6	-1.6	0	-4	6
C=C(C)c1ccc(C(C)(C)NC(=O)NCc2ccco2)cc1	3	1	33	0	15	0.25	0	13	-2
COc1ccccc1NC(=O)CSc1nc(O)cc(=O)n1C	6	1.9	-2	-35	-2	0.73	-3	-25	9
Cc1ccccc1C(=O)NC(C)C(c1cccs1)N1CCOCC1 (stereo unspecified)	-3	.	15	-11	-6	0.066	-3	15	-2
Cc1ccc(NCN2C(=O)C3C4CCC(C4)C3C2=O)cc1 (stereo unspecified)	.	.	13	-20	15	-1.1	.	15	6
CCn1cc(C2N3CC4(C)CN2CC(C)(C3)C4=O)c2ccccc21 (stereo unspecified)	1	1.1	-9	4	7	0.28	0	3	8
Nc1nncn1C(=O)c1c(Cl)cccc1Cl	6	1	-9	-1	5	-0.86	6	-17	3
CCOC(=O)N1CCC(NC(=O)CSCc2nc(-c3sccc3C)oc2C)CC1	8	1.1	10	-39	11	2.8*	-8	-3	-13
COc1ccc(F)cc1S(=O)(=O)Nc1ccc2c(c1)OCO2	4	1	24	-29	-23	-0.037	5	-1	-1
C=CCNC(=O)C(=O)NN=C1CCN(C)CC1	2	1.4	6	-27	-17	-0.48	1	-100	5
COc1ccc(N2CCN(C(=O)CSc3ccccc3)CC2)cc1	.	1.2	-14	11	6	-0.73	7	6	12
Cc1ccccc1-c1nc(S(=O)(=O)c2ccc(Cl)cc2)c(NCCN2CCOCC2)o1	0	1	2	-15	-12	1.9*	-2	8	2
CNC(=O)c1cccn1-c1ccsc1C(=O)OC	.	.	-2	-29	-19	0.45	.	-103	11

Brought forward from above: five entries, followed by the next part.
SMILES	Candida biofilm	MT1-MMP txn act	cytoskel mod	HUVEC tox TNFa	VCAM1 TNFa inh	DAT uptake mod	Smad3 inh	IL1B cytotox	PTPN22 inh 2
COc1ccc(F)cc1S(=O)(=O)Nc1ccc2c(c1)OCO2	4	1	24	-29	-23	-0.037	5	-1	-1
C=CCNC(=O)C(=O)NN=C1CCN(C)CC1	2	1.4	6	-27	-17	-0.48	1	-100	5
COc1ccc(N2CCN(C(=O)CSc3ccccc3)CC2)cc1	.	1.2	-14	11	6	-0.73	7	6	12
Cc1ccccc1-c1nc(S(=O)(=O)c2ccc(Cl)cc2)c(NCCN2CCOCC2)o1	0	1	2	-15	-12	1.9*	-2	8	2
CNC(=O)c1cccn1-c1ccsc1C(=O)OC	.	.	-2	-29	-19	0.45	.	-103	11
C=CCc1c(C)nc2c(C(=O)O)cnn2c1C	9	1.2	49	-13	0	0.53	0	-7	-1
O=C(CSCc1ccc([N+](=O)[O-])cc1)Nc1cccc(C(=O)Nc2ccccc2C(=O)O)c1	.	.	-9	12	-6	-0.014	.	18	4
Cc1cnnn1-c1ccc(C(=O)CCl)cc1	-2	1	-1	-2	16	.	18[fluorescence artefact?]	-14	4
COC(=O)CN(c1nc(C)cc(OC)n1)S(=O)(=O)c1ccc(C)cc1	5	1.1	.	.	.	0.41	0	.	.
Cc1cccn2c(=O)c3cc(C#N)c(=O)n(CC4CCCO4)c3nc12 (stereo unspecified)	.	.	-4	0	-15	0.25	.	-10	-2
Clc1ccccc1CSc1nnc(-c2ccncc2)o1	8	1.6	-14	-2	19	-0.21	-2	7	6
Cc1ccc(CNC(=O)CNS(=O)(=O)c2cccc3nsnc23)cc1	2	1.1	2	-9	6	0.39	9	6	8
O=C(O)CN1C(=O)Nc2ccc(Br)cc2C1c1ccccc1 (stereo unspecified)	5	1.1	.	.	.	-0.44	10[fluorescence artefact?]	.	.
Cc1cc(C)c2oc(=O)cc(CN3CCN(Cc4ccc5c(c4)OCO5)CC3)c2c1	3	1.1	11	-24	-6	1.3	3	20	-8
COc1ccc(-n2c(Cn3c(=O)sc4ccccc43)nnc2SCC(=O)N2CCCC2)cc1	5	1.1	-9	-7	-12	0.23	4	-1	-8

Taken from above.
DAT uptake mod with `COC(=O)CN(c1nc(C)cc(OC)n1)S(=O)(=O)c1ccc(C)cc1` is entered as 0.41
IL1B cytotox with `Cc1cc(C)c2oc(=O)cc(CN3CCN(Cc4ccc5c(c4)OCO5)CC3)c2c1` is entered as 20
HUVEC tox TNFa with `O=C(CSCc1ccc([N+](=O)[O-])cc1)Nc1cccc(C(=O)Nc2ccccc2C(=O)O)c1` is entered as 12
VCAM1 TNFa inh with `Clc1ccccc1CSc1nnc(-c2ccncc2)o1` is entered as 19
HUVEC tox TNFa with `C=CCc1c(C)nc2c(C(=O)O)cnn2c1C` is entered as -13
Candida biofilm with `O=C(O)CN1C(=O)Nc2ccc(Br)cc2C1c1ccccc1` (stereo unspecified) is entered as 5
PTPN22 inh 2 with `COc1ccc(-n2c(Cn3c(=O)sc4ccccc43)nnc2SCC(=O)N2CCCC2)cc1` is entered as -8

Compound profiles, as listed above. Screens in order: Candida biofilm	MT1-MMP txn act	cytoskel mod	HUVEC tox TNFa	VCAM1 TNFa inh	DAT uptake mod	Smad3 inh	IL1B cytotox	PTPN22 inh 2
O=c1cc(CSc2nnc(-c3ccccc3)o2)c2ccccc2[nH]1 in the list: .	1	-5	-14	9	0.075	.	14	-4
CC(C)C1S/C(=N/N=C/c2ccco2)NC1=O (stereo unspecified) in the list: .	.	-13	-44	-25	0.36	.	-39	-2
Cc1ccccc1C(=O)NC(C)C(c1cccs1)N1CCOCC1 (stereo unspecified) in the list: -3	.	15	-11	-6	0.066	-3	15	-2
COc1cc2c(O)c3c(c(-c4ccc5c(c4)OCO5)c2cc1OC)C(=O)OC3 in the list: 0	1.1	-56	64	91*	-0.28	0	-8	-2

The list is partial, so the mix of outcomes need not match the whole.
